# Assay outcomes (PubChem BioAssay)
# S3 lipid droplet: qHTS Assay for Lipid Storage Modulators in Drosophila S3 Cells | Drosophila S3 cells, BODIPY lipid droplet fluorescence, 18-24 h; cells fed with added oleic acid | lipid storage change, negative = inhibition, % at the top dose, mostly 46.1 µM; hits show Potency in µM | actives 0.64% (n = 320,000) | AID 2685; active = well fitted inhibition curve with a large enough effect in the signal ratio, with a control signal flat, not every such curve was filed as active; inconclusive = small, poorly fitted or top-dose-only effect, or effect the other way, or a change in a side signal; the % refers to the signal ratio
#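 Drosophila S3 cells loaded with oleic acid (400 uM, as added) and compounds at several concentrations; lipid droplets imaged by 488-nm laser-scanning cytometry, 500–530 nm intensity and object ratio to cell channel. Percent activity normalized to 20 uM Triacsin C.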
# S3 lipid droplet cell count max: also measured in S3 lipid droplet; calls as there; cell number change, %; measured here: cell count max response;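 cells counted by Cell Tracker Red CMTPX staining in the red channel; peak over a dose series mostly up to 46.1 µM; percent activity relative to internal control wells on each plate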
# * hit, by the source's call; i = inactive; ? = inconclusive; / = no result given; [ ] = remark or other dose. % is set by controls: 0 for no effect and ±100 for the full control effect; potency is the fitted concentration of half-maximal effect. Some of the compounds tested; the hit share may differ from the screen's.
SMILES,S3 lipid droplet,S3 lipid droplet cell count max
CN(C)S(=O)(=O)c1cccc(C(=O)NCc2ccco2)c1,4%,8
S=C(Nc1ccc(Oc2ccccc2)cc1)NC1CCCC1,-6%,2
Cc1cccc(COCCN2CCN(S(=O)(=O)c3ccccc3)CCC2=O)c1,13%,-13
CCN1CCN(C2CC(=O)NC2=O)CC1 (stereo unspecified),0%,-14
COc1cc(OC)c(C(=O)OCN2C(=O)c3ccccc3C2=O)cc1OC,-18%,6
Cc1ccc(C)c(S(=O)(=O)NCC(=O)Nc2sc3c(c2C(N)=O)CCC(C)C3)c1 (stereo unspecified),i,18
N#C/C(=C(/O)c1ccc([N+](=O)[O-])cc1)c1nc2ccccc2[nH]1,?,/
Nc1nc(-c2ccco2)nn1C(=O)c1ccc(F)cc1,9%,/
CCC(C)(C)NC(=O)COc1ccc(C(=O)c2ccccc2)cc1,?,/
O=C(Nc1nc(-c2ccco2)c(-c2ccco2)s1)c1c(F)cccc1Cl,?,/
COC(=O)c1cc(CNC(=O)c2sccc2-c2ccccc2)ccc1OC,-18%,-11
CNS(=O)(=O)c1ccc(N2CCCC2)c([N+](=O)[O-])c1,?,/
COc1ccc(NC(=O)Cn2nc(C(F)(F)F)c3c2CCCC3)c(OC)c1,i,/
CC(=O)N1CCN(C(=O)c2cc(S(=O)(=O)Nc3ccc(S(C)(=O)=O)cc3)ccc2Cl)CC1,-12%,6
COc1ccc2c3c(c(=O)oc2c1)C1O[C@](c2ccsc2)(Cc2ccccc21)O3,-1%[9.22 µM],-15
Cc1ccc(-c2csc(C3C(N)=NC(S)=C(C#N)C34CCCCC4)n2)cc1 (stereo unspecified),?,/
COc1ccc(/C(N)=N/OC(=O)c2ccc(C)c([N+](=O)[O-])c2)cc1OC,?,/
O=C(Oc1cccc(NC(=O)c2ccco2)c1)c1ccc(Br)c(S(=O)(=O)N2CCCCC2)c1,?,/
O=[N+]([O-])c1cccc(-c2ccc(SCc3cccnc3)nn2)c1,?,/
Cc1cc(Br)ccc1NC(=O)CNC(=O)c1cnn(C)c1,22%,2
CC1=C(C(N)=O)C(c2cccs2)NC(=O)N1 (stereo unspecified),-4%,1
Cc1nc(-c2ccc(-c3ccon3)s2)no1,6%,-1
Cc1c(C=O)c2ccccn2c1C(=O)c1ccccc1Cl,-10%,-14
O=C(c1cccnc1)N1CCN(Cc2cccc(Br)c2)CC1,i,86
CCCCCCCCCc1nc2sc3c(c2c(=O)n1NC(=O)c1ccccc1[N+](=O)[O-])CC(C)(C)OC3,14%,/
Cn1c2ccccc2c2cnn(CC(=O)Nc3ccc(Cl)cc3)c(=O)c21,?,/
COc1ccc(-c2noc(CNC(=O)CCN3C(=O)[C@H]4CC=CC[C@H]4C3=O)n2)cc1,?,/
CCCCOC(=O)Nc1nnc(CCOCC)s1,?,/
COc1ccc(C2c3ccc(O)cc3Oc3ncn(CC(C)C)c(=N)c32)cc1 (stereo unspecified),11%,12
CN(C)c1ccc(P(=O)(OCc2ccccc2)C(O)c2ccc(Cl)cc2)cc1 (stereo unspecified),-5%,21
COC(=O)c1ccc(NC(=O)c2nc(S(=O)(=O)Cc3cccc(C)c3)ncc2Cl)cc1,?,/
Cc1ccc2oc(=O)c3cnn(CC(=O)NCCN4CCOCC4)c3c2c1,i,/
COc1ccc(-n2nnnc2SCC(=O)NNC(=O)c2ccc([N+](=O)[O-])cc2)cc1,15%,10
CC1CC(C)CN(S(=O)(=O)c2ccc3oc(=O)ccc3c2)C1 (stereo unspecified),?,/
O=S(=O)(c1ccc(-c2csc(-c3cccnc3)n2)cc1)N1CCCCC1,-6%,-23
COc1ccc(-c2c(=O)n(OCc3ccccn3)c3ccccc3[n+]2[O-])cc1OC,2%,-6
O=S(=O)(Cc1cccc(F)c1)c1c[nH]c2ccccc12,?,/
COc1cccc(NC(=S)N2CCc3cc(OC)c(OC)cc3C2COc2ccc3c(C)cc(=O)oc3c2)c1 (stereo unspecified),4%,-5
CCOC(=O)c1ccc(NC(=O)Nc2ccc(S(N)(=O)=O)cc2)cc1,6%,-1
Cc1c(C(=O)OCC(=O)Nc2ccc(C(=O)N(C)C)cc2)oc2ccccc12,?,/
COc1ccccc1C(=O)COC(=O)CCNS(=O)(=O)c1ccc(C)c(C)c1,?,/
COCCCNC(=O)C1CCCN(S(=O)(=O)c2cccc3nsnc23)C1 (stereo unspecified),i,16
CC1CC(=O)Nc2ccccc2N1S(=O)(=O)c1ccccc1 (stereo unspecified),?,/
COc1ccc(C(NC(=O)N2CC(C)OC(C)C2)C(Cl)(Cl)Cl)cc1F (stereo unspecified),-7%,-4
O=S(=O)(c1ccccc1)c1nc(Nc2ccccc2N2CCOCC2)sc1Cl,?,/
O=S(=O)(NC1CCCC1)c1ccc(S(=O)(=O)N2CCN(c3ccccc3)CC2)cc1,?,/
O=C(NCC(=O)N(CCc1ccccc1)C(C(=O)NC1CCCCC1)c1ccncc1)c1ccco1 (stereo unspecified),?,/
NC(=O)c1cc([N+](=O)[O-])ccc1NCc1ccc(O)cc1,?,/
Cc1ccc(-n2c(=O)c3sccc3n(Cc3cc(=O)n4cc(Cl)ccc4n3)c2=O)cc1F,15%,0
CC(=O)c1ccc(OCCCCOc2ccc(C(C)=O)cc2)cc1,?,/

# New compounds follow:
SMILES,S3 lipid droplet,S3 lipid droplet cell count max
Cc1ccc(OCC(=O)N/N=C\c2ccc(C)o2)c([N+](=O)[O-])c1,-4%,11
CNC(=S)N(Cc1cccs1)Cc1cc2cc(OC)c(OC)cc2[nH]c1=O,-5%,-1
COc1ccc(CN2CCN(Cc3cccc(OC)c3)C(CCO)C2)cc1 (stereo unspecified),16%,0
Cc1ccc2[nH]c(=O)c(CN(CCCN3CCOCC3)Cc3nnnn3C3CCCC3)cc2c1,18%,-4
CCn1c(=O)n(CC)c2cc(NC(=O)CSc3ccc([N+](=O)[O-])cn3)ccc21,?,/
Cn1cccc1/C=C1\SC(=S)N(NC(=O)c2ccccc2Cl)C1=O,?,/
Fc1ccccc1-c1nc(-c2ccncc2)no1,6%,6
N=c1sccn1CC(=O)Nc1ccc(Cl)cc1[N+](=O)[O-],?,/
CSc1ncccc1C(=O)OCC(=O)Nc1ccc(S(=O)(=O)N2CCCC2)cc1,?,/
CCOc1ccc(S(=O)(=O)NCCc2cn3ccccc3n2)cc1,13%,6

# 17 entries from above, set out differently:
Structure | S3 lipid droplet | S3 lipid droplet cell count max
COc1ccc(C(NC(=O)N2CC(C)OC(C)C2)C(Cl)(Cl)Cl)cc1F (stereo unspecified) | -7% | -4
O=S(=O)(c1ccccc1)c1nc(Nc2ccccc2N2CCOCC2)sc1Cl | ? | /
O=S(=O)(NC1CCCC1)c1ccc(S(=O)(=O)N2CCN(c3ccccc3)CC2)cc1 | ? | /
O=C(NCC(=O)N(CCc1ccccc1)C(C(=O)NC1CCCCC1)c1ccncc1)c1ccco1 (stereo unspecified) | ? | /
NC(=O)c1cc([N+](=O)[O-])ccc1NCc1ccc(O)cc1 | ? | /
Cc1ccc(-n2c(=O)c3sccc3n(Cc3cc(=O)n4cc(Cl)ccc4n3)c2=O)cc1F | 15% | 0
CC(=O)c1ccc(OCCCCOc2ccc(C(C)=O)cc2)cc1 | ? | /
Cc1ccc(OCC(=O)N/N=C\c2ccc(C)o2)c([N+](=O)[O-])c1 | -4% | 11
CNC(=S)N(Cc1cccs1)Cc1cc2cc(OC)c(OC)cc2[nH]c1=O | -5% | -1
COc1ccc(CN2CCN(Cc3cccc(OC)c3)C(CCO)C2)cc1 (stereo unspecified) | 16% | 0
Cc1ccc2[nH]c(=O)c(CN(CCCN3CCOCC3)Cc3nnnn3C3CCCC3)cc2c1 | 18% | -4
CCn1c(=O)n(CC)c2cc(NC(=O)CSc3ccc([N+](=O)[O-])cn3)ccc21 | ? | /
Cn1cccc1/C=C1\SC(=S)N(NC(=O)c2ccccc2Cl)C1=O | ? | /
Fc1ccccc1-c1nc(-c2ccncc2)no1 | 6% | 6
N=c1sccn1CC(=O)Nc1ccc(Cl)cc1[N+](=O)[O-] | ? | /
CSc1ncccc1C(=O)OCC(=O)Nc1ccc(S(=O)(=O)N2CCCC2)cc1 | ? | /
CCOc1ccc(S(=O)(=O)NCCc2cn3ccccc3n2)cc1 | 13% | 6

# Continuation:
SMILES,S3 lipid droplet,S3 lipid droplet cell count max
CC(=O)N1CCN(c2ccc(NCc3ccccc3)cc2)CC1,11%,15
CCOc1ccc(CNS(=O)(=O)c2ccc(-c3coc(C)n3)cc2)cc1,?,/
COc1ccccc1OCC(=O)Nc1ccccc1C(=O)Nc1cccc(C(=O)O)c1,-5%,23
Cc1ccccc1CS(=O)(=O)c1cn(CC(=O)N2CCOCC2)c2ccccc12,-13%,5
CN(C)NC1CC(=O)N(c2ccccc2)C1=O (stereo unspecified),5%,2
CCOC(=O)Nc1cc(C(=O)OC)ccc1C,?,/
CN(C(=O)c1ccc(Cl)c(S(=O)(=O)N2CCOCC2)c1)c1ccccc1C(=O)O,0.82µM*,-5.9*
COC(=O)c1cc(NC(=O)Nc2cc(OC)ccc2OC)cc(C(=O)OC)c1,1%,-2
O=C(NNC(=S)Nc1cccc(C(F)(F)F)c1)c1cccc(Cl)c1,?,/
CCc1ccccc1NC(=O)CNC(=O)c1cn(Cc2ccccc2)nc1-c1cccnc1,?,/
COc1ccc(-c2nc(C)c(C(C)=O)n2O)cc1,-12%,-15
CCN(C(=S)NC(=O)c1ccccc1Br)C1CCCCC1,1%,/
COC(=O)c1c(NC(C)=O)sc(C(=O)Nc2ccccc2)c1C,-3%,0
CCN(CC)CCN1C(=O)C(=O)/C(=C(/O)c2cnn(-c3ccccc3)c2C)C1c1cccs1 (stereo unspecified),-6%,-2
Cc1cc(C)cc(C(=O)OCC(=O)NCC(F)(F)F)c1,?,/
Cc1ccc(-n2nc3c(c2NC(=O)CC(C)C)CS(=O)(=O)C3)cc1,?,/
COc1ccc(NC(=O)CN(c2ccccc2)S(=O)(=O)N(C)C)cc1OC,-53%,-11
Cc1ccc(NC(=O)CCC(=O)OC(C)C(=O)c2ccccc2)cc1 (stereo unspecified),i,3
Cc1ccc(C(=O)CSc2nnc(-c3cccs3)n2C)o1,?,/
COc1cccc(CNCC2CCCO2)c1 (stereo unspecified),18%,-5
CCOC(=O)N/N=C1\CC(C)CC(C)(C)C1 (stereo unspecified),?,/
COc1ccc2c(c1)c(C(=O)N/N=C/c1cccc(Br)c1)c(C)n2C,16%,-3
COc1ccc(NC(=O)COn2nnc3ccc(Cl)cc32)cc1OC,?,/
CCn1c(-c2csc3c2CCC(C)C3)n[nH]c1=S (stereo unspecified),-15%,-15
Cc1cc(-c2ccccc2)n2ncc(C#N)c2n1,?,/
COc1ccc(NC(=O)CS(=O)(=O)c2ccccc2)cc1,?,/
Cc1nnc(-c2ccccc2)nc1N1CCOCC1,0%,3
CCOC(=O)c1c(NC(=O)c2nc3n(n2)C(C(F)F)CC(C)N3)sc2c1CCCC2 (stereo unspecified),9%,0
Cc1ccc(C(=O)OCC(=O)Nc2sc3c(c2C#N)CCCC3)cc1NC(=O)c1ccco1,?,/
O=C(NCc1ccccc1Cl)C1CCN(S(=O)(=O)c2ccc(N3CCCC3=O)cc2)CC1,?,/
Oc1ccccc1-c1csc(-c2ccccc2)n1,?,/
CCn1c(SCC(=O)N2CCOCC2)nnc1-c1cccs1,?,/
O=C(CNc1cc(S(=O)(=O)N2CCCC2)ccc1OCC(F)(F)F)Nc1ccc(SC(F)F)cc1,?,/
O=C1N(Cc2ccccc2)CCCC12CCCN(Cc1ccccc1)C2=O,?,/
CCNC(=S)/N=C(\N)Nc1nc(C)c2cc(C)ccc2n1,-26%,-2
Cc1ccc(S(=O)(=O)N2CCOCC2)cc1C(=O)Nc1ccc(-c2cn3ccsc3n2)cc1,?,/
O=C(O)c1cc(NS(=O)(=O)c2ccc(NC3CCCCC3)c([N+](=O)[O-])c2)cc(C(=O)O)c1,-5%,19
CC(=O)c1cccc(CN2CCCC(CCC(=O)NCc3ccc(F)c(F)c3)C2)c1 (stereo unspecified),-3%,3
Cc1cc(S(=O)(=O)N2CCN(c3ccccc3C)CC2)ccc1F,i,/
C=CCn1c(SC(C)C(=O)NCc2ccc3c(c2)OCO3)nnc1C1CCCCC1 (stereo unspecified),-3%,-6
Cc1ccc(NC(=O)C2CC2C)cc1S(=O)(=O)N1CCOCC1 (stereo unspecified),?,/
O=c1c2cc(Cl)ccc2nc(-c2ccccc2)n1O,?,/
COc1ccc(NC(=O)N2c3ccccc3C(C)=CC2(C)C)cc1,?,/
CC(C)N(c1ccccc1)c1ccc(NC(=O)CCl)cc1,?,/
COC(=O)CNc1nc(-c2ccncc2)nc2ccccc12,3%,-17
O=C1[C@@H]2C(c3ccccc3Cl)=NO[C@@H]2C(=O)N1Cc1ccccc1,?,/
COc1ccc(CCNS(=O)(=O)c2ccc3c(c2)CC(C)N3C(C)=O)cc1OC (stereo unspecified),9%,-20
O=C(NC1CCS(=O)(=O)C1)/C(=C/c1ccc(Cl)cc1)NC(=O)c1ccccc1 (stereo unspecified),11%,6
COc1ccc(CC(=O)NC(C)c2nnc(SCC(=O)Nc3cc(C)ccc3OC)n2C)cc1 (stereo unspecified),?,/
Cc1oncc1C(=O)Nc1cccc(C#N)c1,?,/

# (listing goes on)
SMILES,S3 lipid droplet,S3 lipid droplet cell count max
Cc1ccc(NC2=NC(c3ccc(C)cc3)n3c(nc(C)cc3=O)N2)cc1 (stereo unspecified),?,/
CCOC(=O)c1c(C)oc2cc(Cl)c(O)c(CN(C)C)c12,3%,4
O=C(Nc1ccccc1N1CCCCC1)c1ccc(Cl)cc1,11%,12
Cc1cccc(C(=O)NC2CCN(CC(=O)NCc3cccs3)CC2)c1,-7%,-17
N#CCCN(/N=C/c1cccnc1)C1=NS(=O)(=O)c2ccccc21,?,/
CCC(CC)C(=O)NCc1ccc2c(c1)cc(C)n2C,1%,-1
